# CHT block – inhibitors of human choline transporter CHT; High affinity choline transporter 1 (Homo sapiens), Q9GZV3; CHT-expressing cells, membrane potential dye, choline response; hits give low values; B-score at 10 µM; actives 0.86% (n = 310,000); AID 488975, 2010;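 active = B-score over 3 SD under the library average, and starting fluorescence ratio not unusually high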;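 note: choline stimulus applied at its EC90 after an EC20 pre-addition; B-score computed on integrated fluorescence ratio after choline addition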
# Target sequence (Q9GZV3 whole entry, looked up): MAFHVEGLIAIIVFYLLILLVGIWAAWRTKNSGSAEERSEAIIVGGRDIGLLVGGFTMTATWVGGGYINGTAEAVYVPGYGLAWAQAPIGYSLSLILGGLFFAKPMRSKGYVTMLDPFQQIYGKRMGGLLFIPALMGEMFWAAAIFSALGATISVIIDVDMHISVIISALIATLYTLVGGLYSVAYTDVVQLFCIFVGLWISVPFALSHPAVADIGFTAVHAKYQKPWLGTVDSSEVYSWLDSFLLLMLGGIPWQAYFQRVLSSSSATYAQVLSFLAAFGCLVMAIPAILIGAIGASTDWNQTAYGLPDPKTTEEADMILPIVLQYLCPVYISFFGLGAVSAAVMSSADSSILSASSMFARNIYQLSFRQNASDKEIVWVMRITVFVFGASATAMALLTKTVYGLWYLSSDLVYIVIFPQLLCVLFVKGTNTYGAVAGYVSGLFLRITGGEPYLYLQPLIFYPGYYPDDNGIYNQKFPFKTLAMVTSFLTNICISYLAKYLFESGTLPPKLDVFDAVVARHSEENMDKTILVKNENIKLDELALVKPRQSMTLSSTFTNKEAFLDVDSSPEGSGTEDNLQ
# CHT allo act – CHT positive allosteric modulators, primary screen, cell-based, membrane potential dye, choline EC20; B-score at 10 µM; actives 0.49% (n = 310,000); High affinity choline transporter 1 (Homo sapiens), Q9GZV3; CHT-expressing cells; hits give high values; LV-AA mutant CHT in HEK293 cells;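 active = initial fluorescence not abnormally high and integrated response B-score, plate-corrected, over 3 SD above library mean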
# Active calls of the source: *; i = inactive.
SMILES,CHT block,CHT allo act
COC(=O)CC1(C(=O)OC)Oc2ccc(Br)cc2C(=O)N1c1ccc(Br)cc1Cl (configuration not stated),i,i
COC(=O)CCCNC(=O)OCc1ccc([N+](=O)[O-])cc1,i,i
O=C(Cc1ccccc1)NCC(=O)N1CCCCCC1,i,i
COc1cccc(C(=O)NCC(=O)N/N=C/c2ccc(OC(=O)c3cccs3)c(OC)c2)c1,i,i
COc1cccc(CNC(=O)c2cc3c(C)nc4ccccc4c3o2)c1,i,i
COc1cccc(C(=O)NCCSc2ccc(F)cc2)c1,i,i
COc1ccccc1NC(=O)C1C2C=CC(C2)C1C(=O)NCc1cccnc1 (configuration not stated),i,i
CS(=O)(=O)c1cccc(-c2nnc(NC(=O)c3ccc(S(=O)(=O)N4CCCC4)cc3)o2)c1,i,i
CCCCc1ccc(NC(=O)CSc2nnc(C)c(=O)n2N)cc1,i,i
O=C(Nc1ccc(N2CCN(C(=O)c3ccco3)CC2)cc1)c1ccccc1,i,i
Cc1cc(C)c(NC(=O)COc2ccc(-n3cnnn3)cc2)c(C)c1,i,i
Cc1ccc(C(=O)Oc2ccc(-c3nccc(-c4ccccn4)n3)cc2)cc1,i,i
N#Cc1c(N)nc2c3c(sc(=N)c2c1N)NC(=O)CC3c1ccccc1 (configuration not stated),i,i
CCCCOc1ccccc1N1CCN(CCCN2C(=O)C3CCCN3C2=O)CC1 (configuration not stated),i,i
CN1CCN(NC(=O)c2ccc(Cl)s2)CC1,i,i
O=C1CCC(C(=O)N2CCCC2)CN1Cc1cccc(C(F)(F)F)c1 (configuration not stated),i,i
O=C(NCc1nc2ccccc2[nH]1)C1=C[C@H](c2ccc3c(c2)OCO3)C[C@H](OCc2ccc(CO)cc2)O1,i,i
C=CCCC(=O)Nc1nc(C)c(-c2csc(Nc3ccccc3OC)n2)s1,i,i
Cc1cccc(NC(=O)Cc2nnc(NC(=O)Nc3ccccc3F)s2)c1,i,i
COc1ccc(C(NC(=O)c2cccnc2)c2cc(Cl)c3cccnc3c2O)cc1OC (configuration not stated),i,i
Cc1ccc(Oc2c(C)nc(-c3ccccc3)[nH]c2=O)cc1,i,i
COc1ccc(CCNC(=O)c2ccc(Br)cc2)cc1,i,i
Cc1onc(-c2ccccc2Cl)c1C(=O)NCCN1CCOCC1,i,i
Cc1cc(C(=O)Nc2ccccc2)oc(=O)c1,i,i
Cc1cc2cccc(C)c2nc1SCC(=O)NC1CCCCC1,i,i
Cc1ccc(C(=O)COC(=O)c2cc(Cl)ccc2O)cc1[N+](=O)[O-],i,i
COc1ccc(S(=O)(=O)NCCSCc2ccco2)cc1OC,i,i
CCc1nnc(NC(=O)c2ccc(S(=O)(=O)N(CC)Cc3ccccc3)cc2)o1,i,i
CC(=O)Nc1c(C)ccc2nsnc12,i,i
Cc1ccc(C(=O)Cn2c(C(=O)OCCO)cc3ccccc32)cc1,i,i
COc1ccc(NC2=NCC(=O)N2c2ccccc2)c(OC)c1,i,i
O=C(O)c1ccccc1COc1ccccc1Cl,i,i
CC(C)OC(=O)C1C(=O)CC(C)(O)C(C(=O)OC(C)C)C1c1ccc(F)cc1 (configuration not stated),i,i
COc1ccc(Cc2nnc(SCC(=O)c3ccccc3)o2)cc1,i,i
CCC(CC)Nc1ccc(C(CC(N)=O)NC(=O)c2ccccc2)cc1[N+](=O)[O-] (configuration not stated),-5.1*,i
C=CCc1cc(C=O)cc(OC)c1OCc1ccc(C(=O)O)cc1,i,i
O=C1CCCN1CC(O)CS(=O)(=O)Cc1ccc(Cl)c(Cl)c1 (configuration not stated),i,i
CCCN1CCN(c2ccc([N+](=O)[O-])cc2C#N)CC1,i,i
CCSc1nnc(NC(NC(C)=O)(C(F)(F)F)C(F)(F)F)s1,i,i
Cc1nc(-c2ccccc2O)n(S(=O)(=O)N(C)C)n1,i,i
O=C(N/N=C/C1=Cc2ccccc2OC1)c1ccncc1,i,i
Cc1ccc(NC(=O)CCN2C(=O)c3ccccc3C2=O)cc1C,i,i
Cc1ccccc1CN1C(=O)CSc2ccc(C(=O)N3CCOCC3)cc21,i,i
Clc1cccc(Cl)c1NC1=NCCN1,i,i
CCN(CC)CCNC(=O)c1nn(-c2ccc(C)cc2)c(=O)c2c1c1ccccc1n2C,i,i

# Of the compounds above, two have a cyano group:
SMILES,CHT block,CHT allo act
N#Cc1c(N)nc2c3c(sc(=N)c2c1N)NC(=O)CC3c1ccccc1 (configuration not stated),i,i
CCCN1CCN(c2ccc([N+](=O)[O-])cc2C#N)CC1,i,i

# Remaining list, next part.
SMILES,CHT block,CHT allo act
COc1cccc(Oc2nccc(N(C)C)c2C#N)c1,i,i
CC(Oc1ccc2ccccc2c1)C(=O)N/N=C/c1cccnc1 (configuration not stated),i,i
CC1CC(=O)Nc2ccccc2N1S(=O)(=O)c1ccccc1 (configuration not stated),i,i
CCOC(=O)c1cnc(SCC(=O)N2CCN(c3ccccc3)CC2)nc1N,i,i
Cc1ccc(-c2nc(C=Nc3ccccc3)c(O)o2)cc1,i,i
O=C(CCC(=O)Nc1ccccc1)NNC(=O)C(c1ccccc1)c1ccccc1,i,i
Cc1ccc2c(c1)N(CC(=O)NC(C)CCc1ccccc1)C(=O)c1cccnc1O2 (configuration not stated),i,i
COc1ccc(N(CC(=O)NC2CCCCC2C)S(=O)(=O)c2c(C)nn(C)c2C)cc1 (configuration not stated),i,i
COc1ccc(C)cc1NC(=O)C1CCN(S(=O)(=O)c2c(C)noc2C)CC1,i,i
Cc1cc2n(n1)C(c1c[nH]c3ccccc13)Nc1ccccc1-2 (configuration not stated),i,i
CCOC(=O)[C@@H]1[C@H]2COc3ccccc3[C@H]2N2C(=O)N(c3ccc(OC)cc3)C(=O)[C@]12C,i,i
COc1ccc(N2CCN(C(=O)c3ccc(-c4ccccc4)cc3)CC2)cc1,i,i
CCCCn1nnc(NC(=O)CCC)n1,i,i
CCOC(=O)CNC(=S)N(Cc1ccco1)Cc1ccccc1Cl,i,i
CCN1C(=O)[C@@H]2[C@@H](c3ccc(-c4ccc(F)cc4)c(OC)c3)N3CCCC[C@@]3(C(=O)OC)[C@@H]2C1=O,i,i

# Record cards, as listed above:
# COc1ccc(N2CCN(C(=O)c3ccc(-c4ccccc4)cc3)CC2)cc1 as listed: CHT block: i; CHT allo act: i
# CCOC(=O)c1cnc(SCC(=O)N2CCN(c3ccccc3)CC2)nc1N as listed: CHT block: i; CHT allo act: i

# (next part)
SMILES,CHT block,CHT allo act
CCCOc1ccc2oc(=O)c3c(c2c1)CCCN3C(=O)CN1CCN(c2ncccn2)CC1,i,i
c1nc(NC2CCCCC2)c2[nH]cnc2n1,i,i
COc1ccc(S(=O)(=O)N2CC=C(C(=O)NC3CCCC3)CC2)cc1,i,i
CC(C)CCNC(=S)Nc1ccccn1,i,i
CCOc1cc(/C=N/NC(N)=O)cc(Br)c1OCc1ccccc1F,i,i
O=C(Nc1ccc(N2CCCCC2)c(C(=O)O)c1)c1ccco1,i,i
NC(=O)NCCCC(=O)NCC(c1ccccc1Cl)c1c[nH]c2ccccc12 (configuration not stated),i,i
O=c1cnnc(N/N=C/c2c[nH]c3ccccc23)[nH]1,i,i
CCN(CC)CCn1c2c(c(SCC(=O)Nc3nc4ccccc4s3)nc1=O)CCCC2,i,i
CCOc1ccccc1NC(=O)CSc1nc(=O)n(Cc2ccncc2)c2c1CCC2,i,i
Cc1ccc(NC(=O)Nc2ccc(Cl)cc2)c(Br)c1,i,i
CCN(CC)S(=O)(=O)c1ccc(C(=O)OCC(=O)Nc2sc3c(c2C#N)CCCCC3)cc1,i,i
CCOC(=O)c1sc(NC(=O)CSc2nc(-c3ccco3)cc(C(F)(F)F)n2)c(C(=O)OC)c1C,i,i
COC(=O)c1ccc2ccccc2c1OC1OC(CO)C(O)C(O)C1NC(C)=O (configuration not stated),i,i
CCS(=O)(=O)c1ccc2c(c1)N(S(=O)(=O)c1ccc(C)cc1)CC(C(=O)O)O2 (configuration not stated),i,i
CCN(/N=C/C=C/c1ccccc1)c1cc(=O)n(C)c(=O)[nH]1,i,i
CC(=O)c1ccc(OCc2cc(C(=O)NC(C)c3cnn(C)c3)no2)cc1 (configuration not stated),i,i
COc1ccccc1N(C)S(=O)(=O)c1ccc(C(=O)Nc2ccc(N3CCOCC3)cc2)cc1,i,i
Cc1ccccc1NC(=O)Cc1nc(CSc2nnc(-c3ccc4c(c3)OCO4)o2)cs1,i,i
NC(=S)Cc1nc2n(n1)Cc1ccccc1-2,i,i
CCn1c(Cc2ccccc2)nnc1SCC(=O)Nc1ccccc1N1CCOCC1,i,i
COc1ccc(CNC(=O)C(=O)NCCCn2ccnc2)cc1,i,i
Cc1nc(-c2ccc(Cl)cc2)sc1C1(C)CC(c2ccccc2Br)=NO1 (configuration not stated),i,i
COc1ccccc1N1CCN(C(=O)Cn2nnc(-c3ccncc3)n2)CC1,i,i
O=C1c2ccccc2S(=O)(=O)c2cc(N3CCC4(CC3)OCCO4)ccc21,i,i
COCCCn1c(-c2cccc(Cl)c2)nc2c1c(=O)[nH]c(=O)n2Cc1ccccc1,i,i
Cc1ccccc1C(=O)N1CCC(C(=O)N(CC(C)C)c2c(N)n(Cc3ccccc3)c(=O)[nH]c2=O)CC1,i,i
Cc1nnc(NC(=O)CCC(=O)NCc2ccco2)s1,i,i
Cc1ccc2ncccc2c1N,i,i
Cc1oc(-c2cccc(Cl)c2)nc1CN1CCC(C(=O)NCCCN2CC(C)CC(C)C2)CC1 (configuration not stated),i,i
CNC(=O)NC(=S)NC(=O)c1cccc(Cl)c1,i,i
COC(=O)c1ccc(C(=O)N(Cc2ccccc2)c2ccccc2)cc1,i,i
Cc1ccc(NS(=O)(=O)c2ccc(OCC(=O)NCc3ccco3)cc2)cc1,i,i
CC1=NNC(=O)C1CCC(=O)N/N=C(/C)c1ccc([N+](=O)[O-])cc1 (configuration not stated),i,i
Cc1onc(-c2c(F)cccc2Cl)c1C(=O)ONC(=O)c1ccccc1,i,i
O=S1(=O)CCOC[C@H](CC2CCCCC2)N1Cc1cccc(C(F)(F)F)c1,i,i
Cc1ccc(S(=O)(=O)N2C(=O)CCC2C(=O)O/N=C(\N)c2cccc([N+](=O)[O-])c2)cc1 (configuration not stated),i,i
CCCS(=O)(=O)c1c(S(=O)(=O)CCC)c2c(N)cccn2c1C(=O)c1ccccc1,i,i
Cc1cc(NC(=O)NC(=O)c2ccccc2F)no1,i,i
C/C(=N\NC(N)=S)C12CC3CC(CC(C3)C1)C2,i,i
CCC(C)N(C(=O)c1csnn1)C(C(=O)NC(C)(C)C)c1ccccc1 (configuration not stated),i,i
CC(C)(CNC(=O)Cc1ccc(Cl)cc1Cl)N1CCOCC1,i,i
COC(=O)c1ccnc(/C=N/O)c1,i,i
CCOc1ccc2nc(NC(=O)CSc3ccc(Cl)cc3)sc2c1,i,i
Cc1ccc(C(=O)N/C(=C/c2cn(-c3ccccc3)nc2-c2ccccc2)C(=O)O)cc1,i,i

# 3 entries from above, arranged by SMILES length, highest first:
SMILES,CHT block,CHT allo act
CC1=NNC(=O)C1CCC(=O)N/N=C(/C)c1ccc([N+](=O)[O-])cc1 (configuration not stated),i,i
CCC(C)N(C(=O)c1csnn1)C(C(=O)NC(C)(C)C)c1ccccc1 (configuration not stated),i,i
COC(=O)c1ccc(C(=O)N(Cc2ccccc2)c2ccccc2)cc1,i,i

# The list continues.
SMILES,CHT block,CHT allo act
COc1cc(C(=O)NCc2nnc(SCC(=O)N3CCCCCC3)o2)cc(OC)c1OC,i,i
CC1CN(S(=O)(=O)c2cccc(C(=O)Nc3ccc4c(c3)CCC4)c2)CC(C)O1 (configuration not stated),i,i
O=C(CN1CCCC1)Nc1ccccc1Sc1ccc(Cl)cc1,i,i
CCOC(=O)C1CCN(Cc2ccc(F)c(F)c2)CC1,i,i
CCOC(=O)C1(CCOc2ccccc2)CCN(Cc2nccn2CC)CC1,i,i
Cc1ncn2cc(-c3ccc(Cl)cc3Cl)[nH]c(=O)c12,i,i
CCOc1ccc(S(=O)(=O)N(C)c2ccc(OCC(=O)N3c4ccc(C)cc4C4CN(C)CCC43)cc2)cc1 (configuration not stated),i,i
COc1cccc(NC(=O)CN(C)C(=O)c2ccc(-c3cccc(C(F)(F)F)c3)o2)c1,i,i
Cc1onc(-c2ccccc2)c1NC(=O)N(CCC(=O)O)Cc1ccccc1,i,i
CC(C)(C)OC(=O)N1CCC[C@H]1c1nnc(SC/C=C/c2ccccc2)o1,i,i
Brc1ccc2c(c1)C(C1=NCCN1)c1ccccc1CS2 (configuration not stated),i,i

# Of the compounds above, six contain a nitro group on carbon.
SMILES,CHT block,CHT allo act
COC(=O)CCCNC(=O)OCc1ccc([N+](=O)[O-])cc1,i,i
Cc1ccc(C(=O)COC(=O)c2cc(Cl)ccc2O)cc1[N+](=O)[O-],i,i
CCC(CC)Nc1ccc(C(CC(N)=O)NC(=O)c2ccccc2)cc1[N+](=O)[O-] (configuration not stated),-5.1*,i
CCCN1CCN(c2ccc([N+](=O)[O-])cc2C#N)CC1,i,i
CC1=NNC(=O)C1CCC(=O)N/N=C(/C)c1ccc([N+](=O)[O-])cc1 (configuration not stated),i,i
Cc1ccc(S(=O)(=O)N2C(=O)CCC2C(=O)O/N=C(\N)c2cccc([N+](=O)[O-])c2)cc1 (configuration not stated),i,i
